# G6PDH CS – L. mesenteroides G6PDH inhibitors, counter-screen for G6PDH-coupled screening assays, biochemical, Leuconostoc mesenteroides enzyme | glucose-6-phosphate dehydrogenase [Leuconostoc mesenteroides] | Purified L. mesenteroides G6PDH, diaphorase/resazurin coupled fluorescence, 45 min | inhibition, % at 5 µM | 200,000 tested, 0.12% active | AID 1020, 2008; in the data active = inhibition above about 50%
# STAT1 activator – STAT1 signaling activators, primary screen, cell-based, HTS, luciferase reporter. NIH 3T3 STAT1-luciferase reporter, IFN-gamma, luminescence; 100% = IFN-gamma alone, no compound. activation (% of control), % at 5.5 µM. 200,000 tested, 2.6% active. AID 932, 2007;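 active = activation above the screen-wide mean activation plus 3 SD, cut at about 130% in these data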;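 note: raw ratio to IFN-gamma control signal so 100% means no change and 0% no light; values of inactives mirror those of a sister screen read the other way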
# FLuc stim CS – FLuc activators, initial screening, artefact control for FLuc-dependent activation tests, biochemical, ATPlite luminescence | 200,000 tested, under 10 active | Luciferin 4-monooxygenase (Photinus pyralis), P08659 | ATPlite luciferase biochemical, 10 min; 0 = ATP-free wells, 1 = DMSO control | activation factor at 10 µM;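 active = luciferase activation factor, scaled between plate controls, of at least 2 with compound at 10 µM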
#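 assay system = Luciferase/luciferin detection reagent, cell-free biochemical luciferase assay | also added = ATP substrate | times = 10 min post-reagent at room temperature | measured by = luminescence from luciferase reaction | measure = luciferase activation, seen as luminescence increase over controls | benchmarks = low control with PBS replacing ATP, high control enzyme plus ATP without compound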
# APP 5'UTR act – activators of APP 5'UTR luciferase reporter, primary screen, SH-SY5Y cells; SH-SY5Y APP 5'UTR luciferase reporter, luminescence; zero percent = DMSO vehicle wells; activation, % at 2 µM; 190,000 tested, 1% active;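 active = activation above a set limit, based on mean plus 3 SD of controls, cut at about 140% in these data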; note: values of inactives mirror those of a sister screen read the other way
# Diaph act CS – compounds boosting diaphorase resazurin reduction – biochemical, uHTS, resorufin fluorescence, counter-screen for diaphorase-coupled primary assays, primary screen; activation factor at 20 µM; 190,000 tested, 0.005% active; AID 1229, 2008; Diaphorase/resazurin coupled assay, 16 min; stronger effect = higher value; 1 = vehicle wells, 0 = NADH-free wells;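 active = diaphorase activity raised at least twofold by the compound at 20 µM; inactive = activation factor below 2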
#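 Material: Clostridium kluyveri diaphorase, purified enzyme; Quantity: enzyme 0.07 U/mL final; Medium: HEPES pH 7.4 buffer with MgCl2 and Tween 20; Dosing: single compound dose of 20 µM, 1% DMSO final; Schedule: 16 min reaction at room temperature; Measured by: red resorufin fluorescence at 544/590 nm excitation/emission.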
# FLuc inh counter – firefly luciferase enzyme inhibitors, primary screen, artefact control for luciferase-based inhibitor screens, biochemical, luminescence, ATPLite. 200,000 tested, 1.5% active. AID 1006, 2008. 10 min. inhibition, % at 10 µM;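 active = inhibition above about 50% when tested at 10 µM, limit read from the data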
# NF-kB expr up – activators of NF-kB expression in neurons, primary screen, cell-based, HTS. 190,000 tested, 1.6% active. AID 1239, 2008. human neuronal cells, NF-kB reporter expression; stronger effect = higher value. fold change at 12.5 µM; in the data active = fold change above about 3.3
# TLR4 MyD88 comp – inhibitors of TLR4-MyD88 association in cells, primary screen, cell-based, HeLa CL3-4, BLA complementation, FRET ratio | AID 861, 2007 | 200,000 tested, 0.18% active | Toll-like receptor 4 (Homo sapiens) + Myeloid differentiation primary response protein … | HeLa CL3-4 TLR4/MyD88 BLA complementation | inhibition, % at 8.4 µM; in the data active = inhibition above about 25%;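 note: 0% = vehicle and 100% = reference inhibitor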
# Target sequence (O00206 whole entry, looked up): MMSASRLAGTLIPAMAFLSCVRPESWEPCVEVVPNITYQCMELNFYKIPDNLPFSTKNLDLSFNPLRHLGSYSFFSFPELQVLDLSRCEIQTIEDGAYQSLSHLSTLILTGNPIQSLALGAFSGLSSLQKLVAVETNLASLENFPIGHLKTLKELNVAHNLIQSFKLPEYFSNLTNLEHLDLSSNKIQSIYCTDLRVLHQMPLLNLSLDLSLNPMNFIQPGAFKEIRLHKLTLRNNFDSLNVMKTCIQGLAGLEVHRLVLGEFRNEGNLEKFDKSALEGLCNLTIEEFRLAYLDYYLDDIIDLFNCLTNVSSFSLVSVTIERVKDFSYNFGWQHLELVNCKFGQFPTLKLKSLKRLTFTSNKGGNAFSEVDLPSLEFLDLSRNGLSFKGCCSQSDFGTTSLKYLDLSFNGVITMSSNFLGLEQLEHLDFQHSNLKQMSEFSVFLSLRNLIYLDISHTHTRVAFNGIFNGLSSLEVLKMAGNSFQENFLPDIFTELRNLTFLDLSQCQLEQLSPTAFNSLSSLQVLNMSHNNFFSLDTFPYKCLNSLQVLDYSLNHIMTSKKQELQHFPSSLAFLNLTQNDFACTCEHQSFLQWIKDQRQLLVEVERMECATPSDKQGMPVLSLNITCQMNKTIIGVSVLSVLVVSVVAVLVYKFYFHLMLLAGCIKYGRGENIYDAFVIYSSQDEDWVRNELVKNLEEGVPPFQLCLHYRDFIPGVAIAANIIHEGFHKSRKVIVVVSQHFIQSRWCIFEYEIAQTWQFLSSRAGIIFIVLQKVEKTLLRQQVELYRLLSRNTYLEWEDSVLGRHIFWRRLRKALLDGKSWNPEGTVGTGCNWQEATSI
# Target sequence (Q99836 whole entry, looked up): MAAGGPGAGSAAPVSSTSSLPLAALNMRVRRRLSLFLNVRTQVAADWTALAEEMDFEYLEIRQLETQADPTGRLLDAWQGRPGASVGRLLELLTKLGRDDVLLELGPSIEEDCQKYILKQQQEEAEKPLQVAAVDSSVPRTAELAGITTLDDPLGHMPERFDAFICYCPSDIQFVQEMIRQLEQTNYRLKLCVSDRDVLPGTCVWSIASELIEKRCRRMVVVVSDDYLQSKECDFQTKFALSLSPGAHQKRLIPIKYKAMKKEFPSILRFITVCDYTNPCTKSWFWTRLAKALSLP
# Diaphorase inh – diaphorase inhibitors and chemical oxidizers, primary screen, counter-screen for diaphorase-coupled primary assays, biochemical, uHTS, resorufin fluorescence | diaphorase resazurin-to-resorufin fluorescence, NADH, 16 min; bacterial (C. kluyveri) enzyme, not human | inhibition, % at 20 µM | 190,000 tested, 0.69% active | AID 1217, 2008;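 active = primary screen inhibition at 20 µM above a set limit, cut at about 50% in these data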;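 note: plate controls were DMSO with full reaction for no effect and wells lacking NADH for full effect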
#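 Test system: diaphorase enzyme from Clostridium kluyveri; amount: diaphorase at 0.14 U/mL in enzyme working solution; detection: fluorescence of resorufin formed from resazurin, Ex 544/Em 590 nm; times: reaction incubation of 16 min at room temperature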
# APP transl inh – inhibitors of APP translation via 5'UTR reporter, primary screen, APP 5'UTR luciferase, SH-SY5Y cells; SH-SY5Y APP 5'UTR-luciferase reporter, luminescence; inhibition, % at 2 µM; 190,000 tested, 0.82% active; AID 1285, 2008;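 active = inhibition above a set limit, derived from the sample mean plus 3 SD, cut at about 45% in these data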; note: values of inactives mirror those of a sister screen read the other way
# An asterisk follows results filed as active; nt = not tested or not shown.
SMILES,G6PDH CS,STAT1 activator,FLuc stim CS,APP 5'UTR act,Diaph act CS,FLuc inh counter,NF-kB expr up,TLR4 MyD88 comp,Diaphorase inh,APP transl inh
CCOc1ccc(NC(=O)CSc2nnc(Cc3cccn3C)n2-c2ccc(F)cc2)cc1,-14,107,1.1,3,0.7,-6,0.81,0,30,-2
CCOc1ccccc1Oc1coc2cc(OCC(=O)O)ccc2c1=O,-4,100,1,-4,0.9,-4,1,5,8,4
O=C(O)CC12CSc3[nH]c(=O)sc3C1c1ccccc1OC2=O (stereo unspecified),10,97,1,13,0.9,3,1.2,-2,10,-12
O=C(N/N=C\c1ccccn1)C1COc2cc3ccccc3cc2O1 (stereo unspecified),16,96,1.1,-4,1,-5,1.4,19,4,4
O=C(Nc1nnc(SCc2ccc(Cl)cc2)s1)c1ccco1,-2,97,1.1,-7,1,-10,1.1,-8,5,7
Nc1nonc1C(=O)N/N=C/c1cc(Br)ccc1O,4,119,0.9,7,0.8,13,1.4,20,24,-7
CCOC(=O)c1ccc(NC(=O)c2ccc(CO)c(C(=O)NC3CCN(C(=O)OCC)CC3)c2)cc1,4,99,1,nt,0.9,-2,1.4,14,14,nt
COc1ccccc1NC(=O)Cn1c(O)c(N=NC(=O)c2ccccc2O)c2ccccc21,4,101,0.8,25,1.1,25,1.1,-2,-5,-25
CCc1ccc(OC(=O)c2ccn(CC)n2)cc1,13,97,0.2,-8,0.8,75*,1.6,8,16,8
COc1ccc(S(=O)(=O)N2CCCN(Cc3cccc(F)c3)CC2)cc1,-6,96,1,11,0.9,-1,1,10,8,-11
CN(C(=O)COC(=O)/C=C/c1ccccc1[N+](=O)[O-])c1ccccc1,2,83,1,10,1,-5,1.1,-3,1,-10
Nc1nc(SCC(=O)NN(c2ccccc2)c2ccccc2)n[nH]1,3,97,1,15,1,-4,1.3,0,4,-15
COc1cc([N+](=O)[O-])ccc1NC(=O)Cc1ccc(F)cc1,5,100,1,-4,0.8,-4,1.2,-4,18,4
Cc1ccc(Sc2cnn(-c3ccccc3)c(=O)c2Cl)cc1,5,98,1.1,-7,0.9,-10,1.1,4,12,8
O=C(Nc1ccc(N=Nc2ccccc2)cc1)c1ccc(Cl)cc1Cl,-4,107,1.1,-5,0.9,-5,0.77,-12,8,5
CCCc1cc(=O)oc2cc(C)cc(OCc3nn[nH]n3)c12,-4,94,1.1,-3,0.8,-10,1.3,5,15,3
Cc1cccc(N(CC(=O)NC(C)(C)C)C(=O)CS(=O)CC(=O)Nc2ccc3c(c2)OCO3)c1 (stereo unspecified),18,100,1,14,0.9,-3,1,-5,11,-14
Cc1nn(C)c(C)c1/C=C/C(=O)c1ccccc1,0,104,0.9,51,0.9,14,2.1,2,8,-51
Cc1ccccc1OCC(=O)Nc1ccccc1N1CCC(C)CC1,-2,96,1.1,9,0.9,-8,0.99,-8,10,-9
COc1cc(NC(=O)Cc2ccccc2)cc(OC)c1,3,98,1,-1,1,-3,1,-11,-3,1
COc1cc(N/C(=N/S(=O)(=O)c2ccccc2)c2ccccc2)ncn1,20,109,1,74,1,1,1.3,8,4,-74
Cc1cccc(CN2CCc3c(OCC(=O)NCc4ccco4)cccc3C2=O)c1,-3,103,1,-5,0.9,-2,0.77,-7,12,6
O=C(COc1ccc(Br)cc1Cl)NC1CCCCC1,8,138*,0.8,77,1,16,3.5*,-4,0,-77
C/C(Cn1nnc2ccccc21)=N\NC(=O)c1cccc(Br)c1,27,116,1.1,-21,0.9,-6,1.1,4,5,21
N#Cc1ccsc1NC(=O)COC(=O)c1ccc(NC(N)=O)cc1,1,166*,0.9,128,0.9,6,1.1,-5,14,-128

# A stretch taken from the entries so far, as a working copy:
SMILES,G6PDH CS,STAT1 activator,FLuc stim CS,APP 5'UTR act,Diaph act CS,FLuc inh counter,NF-kB expr up,TLR4 MyD88 comp,Diaphorase inh,APP transl inh
CCOc1ccc(NC(=O)CSc2nnc(Cc3cccn3C)n2-c2ccc(F)cc2)cc1,-14,107,1.1,3,0.7,-6,0.81,0,30,-2
CCOc1ccccc1Oc1coc2cc(OCC(=O)O)ccc2c1=O,-4,100,1,-4,0.9,-4,1,5,8,4
O=C(O)CC12CSc3[nH]c(=O)sc3C1c1ccccc1OC2=O (stereo unspecified),10,97,1,13,0.9,3,1.2,-2,10,-12
O=C(N/N=C\c1ccccn1)C1COc2cc3ccccc3cc2O1 (stereo unspecified),16,96,1.1,-4,1,-5,1.4,19,4,4
O=C(Nc1nnc(SCc2ccc(Cl)cc2)s1)c1ccco1,-2,97,1.1,-7,1,-10,1.1,-8,5,7

# (list continues)
SMILES,G6PDH CS,STAT1 activator,FLuc stim CS,APP 5'UTR act,Diaph act CS,FLuc inh counter,NF-kB expr up,TLR4 MyD88 comp,Diaphorase inh,APP transl inh
COc1ccc(N(C(=O)C(C)C)S(=O)(=O)c2ccc(Cl)cc2)cc1,6,104,1.1,12,0.8,-9,0.98,-5,16,-12
COc1cc(NC(=O)Cn2cnc3ccccc3c2=O)c(OC)cc1Cl,7,100,1.1,-4,0.9,-10,1,5,12,4
Cc1cc(Oc2ccc3ccccc3c2)nc(SCC(=O)c2ccccc2)n1,-20,107,1,0,0.9,-1,0.55,-4,6,0
COc1ccc(-c2nc3scc(-c4ccc(OC)c(OC)c4)c3c(=O)o2)cc1,-2,95,1,9,1.1,-4,1.1,11,-6,-9
COc1cc(SC)ccc1C(=O)OC1CCOC1=O (stereo unspecified),7,101,1,0,0.9,-3,1.3,9,5,0
N#C/C(=C(/O)CN1CCN(c2ccccc2F)CC1)c1nc(-c2ccccc2)cs1,5,99,1,-1,0.9,-3,0.81,14,10,1
CCOC(=O)C1CCN(C(=O)CN(c2ccc(OC)c(OC)c2)S(=O)(=O)c2ccccc2)CC1,3,96,1.2,12,0.9,-23,1.2,5,9,-12
CCC(OC(=O)c1ccco1)C(=O)NCc1ccc(C)cc1 (stereo unspecified),6,92,1.1,20,0.9,-7,1.1,9,12,-20
O=[N+]([O-])c1cccc(-c2n[nH]c(=S)n2-c2ccc(Br)cc2)c1,1,95,1,3,0.8,-1,1.1,1,23,-3
Cc1cc(C)nc(-n2nc(C)cc2NC(=O)c2cccc(S(=O)(=O)N3CCCCC3)c2)n1,-2,102,1,21,0.7,-3,0.69,16,32,-21
Cc1occc1C(=O)Nc1ccc(S(N)(=O)=O)cc1,21,102,1,-19,0.9,2,1,-15,12,19
CC(=O)C1=C(C)NC(SCC(=O)c2ccc(-c3ccccc3)cc2)=C(C#N)C1c1cccnc1 (stereo unspecified),4,101,1.1,2,0.8,-9,0.8,31*,19,-2
Cc1ccc(/C=C/C(=O)Nc2cc(C)on2)cc1,2,133*,0.9,46,1,10,2.4,-6,4,-46
COc1cc(CNc2ccc(N3CCOCC3)c(C(=O)O)c2)ccc1OCC(N)=O,-6,104,1.1,-12,0.9,-11,1.2,13,11,12
COc1ccc(OC)c2[nH]c(=O)c(CCNC(=O)C3CCCCC3)cc12,4,91,1,6,0.8,-3,0.94,16,18,-6
COc1ccc(NC(=O)c2ccc(-n3cccn3)nc2)c(OC)c1,14,95,1,8,1,-3,0.87,3,0,-8
Cc1cc2cc(CN(Cc3ccco3)C(=O)NCc3ccccc3)c(=O)[nH]c2cc1C,5,100,1.1,14,0.7,-6,0.75,-6,26,-14
COc1ccc(OC)c(C(=O)COC(=O)C2CC3CCCC(C2)C3=O)c1 (stereo unspecified),3,95,1,-1,1,-3,1.1,-2,-3,0
Cc1ccc(CC(=O)OCC(=O)NC2CCCC(C)C2C)cc1C (stereo unspecified),1,99,1.1,-6,0.9,-9,0.94,4,14,6
O=C(c1cccnc1)N(Cc1ccccc1)c1ccccc1,0,91,1,-3,1.1,-5,1.4,-3,-7,3
COc1ccc(Cn2c(C)c(C)c(C#N)c2NC(=O)Nc2cccc(Cl)c2)cc1,5,103,1,25,0.9,-4,1.1,1,10,-25
O=C(Nc1nc(-c2ccccn2)cs1)c1ccc(Br)s1,17,103,1,-25,0.9,-2,1.8,0,12,25
CC1=C(C(=O)OCc2ccccc2)C(c2cccnc2)n2ncnc2N1 (stereo unspecified),-1,97,1.1,-3,0.8,-7,0.94,-17,21,3
Cc1nccn1CC(O)COc1ccccc1 (stereo unspecified),3,105,1.1,-8,1.1,-6,1.2,17,-6,8
Cc1nc2ccccc2n1CC(=O)N1CC(=O)Nc2ccccc21,10,95,1,6,1,-4,1.1,5,4,-6
Nc1c(-c2ccc(Cl)cc2)cnn1C1CCS(=O)(=O)C1 (stereo unspecified),2,108,1,8,1,-3,1.1,3,-3,-8
O=C(OCc1nnc(-c2ccc(Cl)cc2)o1)c1ccncc1,6,108,1.1,-10,1.1,-5,1.6,-12,-11,10

# Full records, looked up by structure:
# Listed for O=C(OCc1nnc(-c2ccc(Cl)cc2)o1)c1ccncc1 → G6PDH CS: 6; STAT1 activator: 108; FLuc stim CS: 1.1; APP 5'UTR act: -10; Diaph act CS: 1.1; FLuc inh counter: -5; NF-kB expr up: 1.6; TLR4 MyD88 comp: -12; Diaphorase inh: -11; APP transl inh: 10
# Listed for CCC(OC(=O)c1ccco1)C(=O)NCc1ccc(C)cc1 (stereo unspecified) → G6PDH CS: 6; STAT1 activator: 92; FLuc stim CS: 1.1; APP 5'UTR act: 20; Diaph act CS: 0.9; FLuc inh counter: -7; NF-kB expr up: 1.1; TLR4 MyD88 comp: 9; Diaphorase inh: 12; APP transl inh: -20

# Molecules from the list above with a COOH group (three):
SMILES,G6PDH CS,STAT1 activator,FLuc stim CS,APP 5'UTR act,Diaph act CS,FLuc inh counter,NF-kB expr up,TLR4 MyD88 comp,Diaphorase inh,APP transl inh
CCOc1ccccc1Oc1coc2cc(OCC(=O)O)ccc2c1=O,-4,100,1,-4,0.9,-4,1,5,8,4
O=C(O)CC12CSc3[nH]c(=O)sc3C1c1ccccc1OC2=O (stereo unspecified),10,97,1,13,0.9,3,1.2,-2,10,-12
COc1cc(CNc2ccc(N3CCOCC3)c(C(=O)O)c2)ccc1OCC(N)=O,-6,104,1.1,-12,0.9,-11,1.2,13,11,12

# Rows were taken by chance; any-hit rate near 5.6%.
